# Source: PubChem (several laboratories)
# CHRM5 PAM – potentiates acetylcholine response at human M5 receptor | P08912 | CHO-K1 hM5, Fluo-8 calcium, ACh EC20 PAM; 0% = ACh EC20, 100% = ACh EC100 | activation, % at 3 µM | 360,000 tested, 0.3% active;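 active = activation above the run cutoff, the mean activation of all test compounds plus 3 SD, cut at about 18% in these data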
# Target sequence (P08912 whole entry, looked up): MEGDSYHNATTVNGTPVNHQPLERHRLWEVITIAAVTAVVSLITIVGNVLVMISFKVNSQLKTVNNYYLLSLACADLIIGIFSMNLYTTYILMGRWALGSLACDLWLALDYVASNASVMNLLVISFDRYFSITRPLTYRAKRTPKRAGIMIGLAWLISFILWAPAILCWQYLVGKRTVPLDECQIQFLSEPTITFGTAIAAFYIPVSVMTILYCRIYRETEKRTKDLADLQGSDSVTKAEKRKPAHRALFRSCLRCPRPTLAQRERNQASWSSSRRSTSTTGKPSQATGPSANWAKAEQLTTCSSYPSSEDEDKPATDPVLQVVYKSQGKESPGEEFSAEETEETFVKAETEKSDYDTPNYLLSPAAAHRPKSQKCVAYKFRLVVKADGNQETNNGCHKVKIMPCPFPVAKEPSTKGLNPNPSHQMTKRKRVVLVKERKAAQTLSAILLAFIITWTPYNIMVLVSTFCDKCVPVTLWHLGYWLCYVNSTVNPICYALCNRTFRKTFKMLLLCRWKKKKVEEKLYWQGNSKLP
#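 Assay system: CHO-K1 hM5 cells. Also added: acetylcholine at EC20 concentration, added after compound. Dosing: 3 µM, single dose. Times: compound preincubation 140 s before EC20 acetylcholine addition. Signal: Fluo-8 calcium fluorescence. Measure: % activation relative to EC20 and EC100 ACh responses. Repeats: singlicate, one well per test compound.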
# CHRM4 agonist – agonists of human muscarinic M4 receptor (CHRM4); P08173; CHO-K1 hM4/Gqi5, Fluo-8 calcium fluorescence; vehicle 0%, full acetylcholine response 100%; activation, % at 3 µM; 360,000 tested, 0.14% active; AID 624127;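 active = activation above the run mean over all test wells plus 3 SD, cut at about 32% in these data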;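 also: peak over basal fluorescence ratio per well then scaled between controls; 0% = DMSO wells and 100% = acetylcholine at EC100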
# Target sequence (P08173 whole entry, looked up): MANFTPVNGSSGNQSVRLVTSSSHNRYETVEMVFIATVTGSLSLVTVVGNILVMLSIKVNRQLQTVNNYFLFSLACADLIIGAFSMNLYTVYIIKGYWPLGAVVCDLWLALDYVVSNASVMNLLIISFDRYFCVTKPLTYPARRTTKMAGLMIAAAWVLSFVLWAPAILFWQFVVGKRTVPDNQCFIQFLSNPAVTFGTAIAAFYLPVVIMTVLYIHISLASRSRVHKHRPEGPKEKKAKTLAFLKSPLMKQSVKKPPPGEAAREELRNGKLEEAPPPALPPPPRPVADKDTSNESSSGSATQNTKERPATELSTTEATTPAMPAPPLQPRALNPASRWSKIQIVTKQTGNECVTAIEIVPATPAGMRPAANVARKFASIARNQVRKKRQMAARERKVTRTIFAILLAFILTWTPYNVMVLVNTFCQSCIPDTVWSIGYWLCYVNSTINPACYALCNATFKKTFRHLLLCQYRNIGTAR
# CRFBP-R2 block – blocks CRF-induced signaling of the CRF-BP/CRF-R2 complex; HEK293 CRF-R2/CRF-BP, CRF-induced calcium fluorescence; AID 588475; 350,000 tested, 0.59% active; inhibition, % at 11.8 µM;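 active = inhibition of the ligand-induced calcium signal above about 50% at the single tested concentration, limit read from the data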
# CHRM5 agonist – CHRM5 agonism in calcium assay. CHO-K1 hM5 cells, Fluo-8 calcium fluorescence; 0% DMSO wells, 100% maximal acetylcholine response. P08912. 360,000 tested, 0.19% active. activation, % at 3 µM;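 active = activation above the run's mean over test compounds plus 3 SD, cut at about 23% in these data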;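 also: signal is peak over basal fluorescence ratio across the kinetic read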
# CHRM5 antagonist – blocks acetylcholine activation of human M5 receptor; CHO-hM5 cells, Fluo-8 calcium fluorescence, ACh EC80; inhibition, % at 3 µM; 360,000 tested, 0.59% active; AID 624040;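 active = inhibition above a per-plate cutoff, the mean of that plate's test compounds plus 3 SD, cut at about 27% in these data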;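 also: 0% = acetylcholine EC80 with DMSO and 100% = DMSO without agonist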
# CHRM4 PAM – CHRM4 positive allosteric modulation. P08173. CHO-K1 hM4/Gqi5, Fluo-8 calcium fluorescence, ACh EC20; 0% = ACh EC20, 100% = maximal ACh. activation, % at 3 µM. 360,000 tested, 0.4% active. AID 624126;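 active = activation above its plate's cutoff, the mean activation of sample wells plus 3 SD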; also: some results filed as inactive read as strong as hits
# CRFR2-BP ag – CRF-BP/CRF-R2 complex agonism. HEK293 CRF-R2/CRF-BP, calcium dye fluorescence (FLIPR); percent of saturating CRF peptide response. activation, % at 13.2 µM. 350,000 tested, 0.46% active. AID 588473;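 active = activation of at least 50%, plus an integration ratio under a set limit after plate pattern correction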;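 also: plate controls were neutral control wells without compound for no effect and CRF at EC100 for full effect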
# IDE cell inh – cellular human IDE inhibition; 320,000 tested, 0.41% active; AID 434962; inhibition, % at 5.59 µM; P14735; HEK cells, FAbetaB cleavage, fluorescence polarization;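 active = percent inhibition above the average of all tested compounds plus 3 SD, set per screening campaign, cut at about 16% in these data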;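 also: IDE supplied by intact live HEK cells; FP after avidin binding of uncleaved biotin substrate so inhibition keeps polarization high; 0% = DMSO wells and 100% = 60 µM reference IDE inhibitor Ii1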
# CHRM4 antagonist – CHRM4 antagonism in calcium assay. P08173. CHO-hM4 cells, ACh EC80, Fluo-8 calcium fluorescence. inhibition, % at 3 µM. 360,000 tested, 0.73% active. AID 624125;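 active = inhibition above its plate's cutoff, the mean inhibition of sample wells plus 3 SD, cut at about 27% in these data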;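 also: 0% = acetylcholine EC80 with DMSO and 100% = DMSO without agonist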
# Starred values were filed as active, the others as inactive; . = not tested or not shown; & = joins results of further samples. Outcome played no part in choosing rows. Share with any hit: about 2.9%.
# A first look, twelve compounds:
SMILES,CHRM5 PAM,CHRM4 agonist,CRFBP-R2 block,CHRM5 agonist,CHRM5 antagonist,CHRM4 PAM,CRFR2-BP ag,IDE cell inh,CHRM4 antagonist
Cc1occc1-c1nnc(SCC(=O)NCc2ccco2)n1CC(C)C,-7,0,-3,-6,-7,6,0.8,6,-9
CCCCn1c(SCC(=O)NNC(=O)c2ccco2)nnc1-c1ccco1,1,0,-1,1,15,4,-1.3,3,-1
COc1ccc(S(=O)(=O)N2CCC(C(=O)N[C@@H](C)C(=O)NCc3ccncc3)CC2)cc1,-1,0,3,-4,15,3,0.1,-1,-16
Cc1cc(CCNC=O)c(C)c2c1sc1ccccc12,-2,2,27,-5,7,0,-1.6,.,3
CCOc1c(Br)cc(CNC2CCCCCCC2)cc1OC,-9,11,-34,-9,10,-17,1.3,6,-8
Cc1ccc(NC(=O)COC(=O)CN2C(=O)NC3(CCCC3)C2=O)cc1S(=O)(=O)N(C)C,1,2,61*,-2,8,0,2.0,4,-13
COc1ccccc1-c1coc2cc(OCC(=O)OCc3ccccc3)ccc2c1=O,-9,5,21,-2,5,-8,1.7,6,7
C=CCn1c(=S)[nH]c2cc(C(=O)NCCc3ccc(S(N)(=O)=O)cc3)ccc2c1=O,13,0,-9,5,-3,10,-0.9,5,-8
Cc1ccc(N2Cc3ccccc3C2=O)cc1,2,-1,5,1,-3,0,0.7,2,3
CN(C)S(=O)(=O)c1ccc(C(=O)Nc2ccccc2SCCC#N)cc1,0,2,1,0,1,0,-1.1,3,-2
Oc1ccc(C=Nc2ccccc2-c2nc3ccccc3[nH]2)cc1,-1,2,13,-2,2,3,0.7,6,-1
CCOC(=O)c1c(C)[nH]c(C)c1S(=O)(=O)N(C)CC(=O)Nc1ccccc1F,2,2,-7,-3,11,4,-0.8,-2,2

# Main list (from the top)
SMILES,CHRM5 PAM,CHRM4 agonist,CRFBP-R2 block,CHRM5 agonist,CHRM5 antagonist,CHRM4 PAM,CRFR2-BP ag,IDE cell inh,CHRM4 antagonist
Cc1occc1-c1nnc(SCC(=O)NCc2ccco2)n1CC(C)C,-7,0,-3,-6,-7,6,0.8,6,-9
CCCCn1c(SCC(=O)NNC(=O)c2ccco2)nnc1-c1ccco1,1,0,-1,1,15,4,-1.3,3,-1
COc1ccc(S(=O)(=O)N2CCC(C(=O)N[C@@H](C)C(=O)NCc3ccncc3)CC2)cc1,-1,0,3,-4,15,3,0.1,-1,-16
Cc1cc(CCNC=O)c(C)c2c1sc1ccccc12,-2,2,27,-5,7,0,-1.6,.,3
CCOc1c(Br)cc(CNC2CCCCCCC2)cc1OC,-9,11,-34,-9,10,-17,1.3,6,-8
Cc1ccc(NC(=O)COC(=O)CN2C(=O)NC3(CCCC3)C2=O)cc1S(=O)(=O)N(C)C,1,2,61*,-2,8,0,2.0,4,-13
COc1ccccc1-c1coc2cc(OCC(=O)OCc3ccccc3)ccc2c1=O,-9,5,21,-2,5,-8,1.7,6,7
C=CCn1c(=S)[nH]c2cc(C(=O)NCCc3ccc(S(N)(=O)=O)cc3)ccc2c1=O,13,0,-9,5,-3,10,-0.9,5,-8
Cc1ccc(N2Cc3ccccc3C2=O)cc1,2,-1,5,1,-3,0,0.7,2,3
CN(C)S(=O)(=O)c1ccc(C(=O)Nc2ccccc2SCCC#N)cc1,0,2,1,0,1,0,-1.1,3,-2
Oc1ccc(C=Nc2ccccc2-c2nc3ccccc3[nH]2)cc1,-1,2,13,-2,2,3,0.7,6,-1
CCOC(=O)c1c(C)[nH]c(C)c1S(=O)(=O)N(C)CC(=O)Nc1ccccc1F,2,2,-7,-3,11,4,-0.8,-2,2
COc1ccccc1NC(=O)c1cc2ccccc2o/c1=N\O,-2,4,10,-1,-4,4,3.6,-1,10
CCOc1cc(NC(=S)Nc2cccc(OC)c2)c(OCC)cc1NC(=O)C1CC1,-1,-1,24,2,4,-1,-2.0,-5,4
O=C(Cn1ccc([N+](=O)[O-])n1)Nc1nccs1,3,0,-36,-2,-3,12,0.6,-3,-1
CCOC(=O)CC(=O)CSc1ncnc2c1cnn2-c1ccccc1,-1,3,3,-1,3,11,2.9,5,-6
Cc1ccc(CNC(=O)CSc2n[nH]c(N)n2)cc1,5,0,12,-3,13,1,0.4,-2,8
CCCn1c(SCC(=O)c2cc(C)ccc2C)n[nH]c1=O,-9,0,-12,-2,6,-6,-3.2,6,3
Cc1csc(N2CCCC2=O)n1,1,1,-6,-3,-10,10,-0.5,-4,-14
C(=C\c1ccco1)/c1nc2ccccc2[nH]1,-1,1,-10,-2,0,2,10,6,5
COc1ccc(C(=O)Nc2nc3ccc(OC)cc3s2)cc1,-2,5,-7,-2,19,-7,-0.7,.,2
O=C(Cc1cn(Cc2cccc(Cl)c2)c2ccccc12)N1CCCCCC1,0,-3,13,-4,-5,-4,-1.4,-1,-3
Cc1cc(C(=O)OCC(=O)NC2(C#N)CCCCC2)c(C)o1,-1,0,2,1,4,6,0.0,2,-5
CCOC(=O)N1CCN(S(=O)(=O)c2ccc(F)c(C(=O)Nc3cc(C)cc(C)c3)c2)CC1,1,-1,15,8,-3,0,0.8,-6,-8
O=C(NCc1ccco1)c1ccc(Br)s1,8,-1,2,-3,-5,1,0.0,2,-3
COC(=O)C1=CN(Cc2ccc(OC)c(OC)c2)C=C(C(=O)OC)C1c1ccc(O)cc1,1,-1,13,-2,-1,3,0.3,.,1
Cc1ccc(SCC(=O)OCn2nnc3ccccc3c2=O)cc1C,-4,0,3,-6,-11,-5,-0.4,-3,-9
COc1ccc(S(=O)(=O)Nc2ccc(Cc3ccncc3)cc2)cc1OC,-8,17,-5,4,14,-2,1.8,-6,-5
COc1ccccc1NC(=O)COC(=O)c1cc2c(s1)CCC2,-8,1,7,-8,4,-1,-0.6,.,-9
Cc1ccc(NC(=O)N(C)c2ccccc2)cc1,1,0,12,-2,3,-4,-1.7,.,-23
CNC[C@@H]1Oc2cc(Br)ccc2S(=O)(=O)N([C@@H](C)CO)C[C@@H]1C,1,1,5,0,0,-13,-1.6,.,48*
CCN(CC)C(=O)c1csc(COCCO)n1,0,1,.,2,-2,4,.,.,-8
O=c1c2ccccc2oc2c1ccc1ccccc12,-2,0,-6,0,-5,-1,-1.7,.,-31
COC(=O)c1ccc(CON2C(=O)c3ccccc3C2=O)cc1,11,1,3,-1,-16,15,-2.4,1,-10
Cc1csc(=Nc2ccc(S(=O)(=O)N3CCOCC3)cc2)n1Cc1ccco1,-12&-7,6&4,37&15,-2&-3,14&6,-6&-4,-1.5&-1.9,1,-4&6
CC1(C)C(=O)OC(/C=C/c2cccc([N+](=O)[O-])c2)C(C)(C)C1=O (stereo unspecified),-7,0,5,-1,20,-16,1.3,-3,3
COc1ccccc1Cc1c(-c2ccco2)nc2ccc(C)cn12,15,1,.,0,-1,9,.,.,-10
CCCn1c(=O)c(C(=O)OCC)c(O)c2cc(Br)ccc21,3,0,17,1,-4,4,-0.2,5,2
O=C(NC(=S)NNC(=O)c1cccs1)c1ccco1,-4,1,5,-2,4,-6,-0.4,6,8
O=S(=O)(c1ccc(F)cc1)n1ccc(-c2cccc(OCc3c(F)cccc3Cl)c2)n1,8,-1,-6,-2,-7,8,2.9,-5,-4
CCN1C(=O)[C@H]2[C@@H](c3ccc(-c4ccccc4)cc3)N[C@@](C)(C(=O)OC)[C@H]2C1=O,3,0,-6,1,10,2,0.5,0,-1
CCN(CCC(=O)O)c1ccccc1,0,0,-5,1,-3,-8,1.5,-7,-1
c1csc(-c2nnc(N3CCCCCC3)c3ccccc23)c1,-3,-1,6,-3,-1,1,3.6,4,-5
Cc1nnc(SCC(=O)NC(=O)Nc2ccc3c(c2)OCCO3)s1,-1,0,-8,-1,6,2,1.3,2,-7
CCN(CC)S(=O)(=O)c1cc(C(=O)Oc2ccccc2OC)ccc1OC,0,2,12,-1,-3,-5,-1.1,3,6
Cc1ccc(S(=O)(=O)N2CCCC2CNC(=O)C(=O)Nc2ccc(F)cc2)cc1 (stereo unspecified),-5,6,33,-3,7,-1,0.5,1,-21
O=C(Cc1ccccc1)Nc1cc2c(cc1Cl)OCCCO2,4,0,7,-1,1,3,-1.7,-1,11
CCn1c(SCC(=O)Nc2oc(-c3ccccc3)c(-c3ccccc3)c2C#N)nnc1-c1cc(OC)cc(OC)c1,-2,1,12,3,4,5,-0.4,-3,7
CC1Sc2ccc(S(=O)(=O)CCC(=O)NC3CCCCC3C)cc2NC1=O (stereo unspecified),0,7,-3,-4,2,-2,-2.7,8,2
CN(C1CCCCC1)S(=O)(=O)c1ccc(NC(=O)c2ccc(Br)o2)cc1,-6,4,11,-5,-2,-3,-0.9,7,7

# Continuation.
SMILES,CHRM5 PAM,CHRM4 agonist,CRFBP-R2 block,CHRM5 agonist,CHRM5 antagonist,CHRM4 PAM,CRFR2-BP ag,IDE cell inh,CHRM4 antagonist
CN(Cc1c(F)cccc1Cl)C(=O)c1ccc(COc2ccccc2)cc1,-7,1,-4,-4,10,0,1.6,7,-4
CC(C)CCNC(=O)c1cc(S(=O)(=O)N2CCC3(CC2)OCCO3)ccc1F,-2,2,2,1,4,2,-0.9,.,0
Cc1ccc(-c2csc(NCCn3c(-c4ccncc4)nc4ccccc43)n2)cc1,-29,23,-3,-3,13,-2,-0.6,7,6
Cc1ccccc1NS(=O)(=O)c1ccc2[nH]cc(C(=O)NCCCN3CCOCC3)c(=O)c2c1,-1,1,9,-1,-3,-1,0.5,1,4
Cc1cc(Cl)c2oc(C(=O)N3CCCCC3CCN3CCCC3=O)c(C)c2c1 (stereo unspecified),-5,5,-10,-2,8,-1,-3.2,1,-6
COc1ccc(C(=O)NC(C)c2nnc(SCC(=O)NC3CCCCC3)n2C)cc1 (stereo unspecified),-2,1,0,-2,8,2,-0.3,0,3
N#Cc1ccc(NC(=O)Cn2cnc(S(=O)(=O)N3CCOCC3)c2)cc1,0,1,0,-2,4,6,-2.5,0,1
CCN(C(=O)COC(=O)c1ccccc1Nc1ccccc1)c1c(N)n(Cc2ccccc2)c(=O)[nH]c1=O,-1,2,0,-2,1,7,-0.2,.,-11
COc1ccc(COC(=O)N/C=C/c2ccco2)cc1,-3,1,25,-2,-1,6,1.4,-1,-1
S=C(NCc1cccnc1)Nc1ccc(Cl)cc1Cl,7,2,7,-3,2,-4,-1.6,9,0
O=C(Nc1cccc2c1CCCC2)c1cc(C2CCCCN2C(=O)c2cccs2)on1 (stereo unspecified),2,0,.,-2,-3,-2,.,.,-14
